# Lamin A splicing: modulators of lamin A splicing; HeLa LMNA splicing GFP/RFP minigene ratio, 48 h; Potency, µM (top dose mostly 46.1 µM), for the others: top-dose ratio change, negative = inhibition, actives largely listed as inhibitors; hit rate 0.01% among 200,000; AID 1487; active = well fitted inhibition curve with a large enough effect in the signal ratio, with a control signal flat, not every such curve was filed as active; inconclusive = small, poorly fitted or top-dose-only effect, or effect the other way, or a change in a side signal; the % refers to the signal ratio
#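 S3 HeLa cells stably expressing lamin A-EGFP splicing minigene plus DsRed2, 600 cells/well, 48 h compound exposure at 37C. Laser-scanning cytometry; analysed as GFP (500-530 nm)/RFP (575-640 nm) total intensity ratio; 0.5% DMSO vehicle.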
# Tau ThT inhib: blocks human tau fibril formation measured by thioflavin T; recombinant tau K18 P301L (four-repeat tau fragment), heparin-induced fibrillization, ThT fluorescence; P10636; hit rate 2.1% among 270,000; AID 1460; Potency, µM (doses to about 57.4 µM), inactives show top-dose activity, negative = inhibition, hits mostly inhibitors; active = well fitted inhibition curve with a large enough effect; inconclusive = small, poorly fitted or top-dose-only effect; note: nearly all actives have a fitted effect of over 55% in size
# Target sequence (P10636 561-689 P618L limits assumed): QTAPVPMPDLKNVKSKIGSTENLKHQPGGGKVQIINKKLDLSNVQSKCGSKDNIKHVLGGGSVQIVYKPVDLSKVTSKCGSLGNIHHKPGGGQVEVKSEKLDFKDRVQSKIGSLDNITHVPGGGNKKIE
#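 In this qHTS, human K18 P301L tau is incubated with compound and heparin for 6 hr at 37 C, and Thioflavin T fluorescence then reports fibril load.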
# An asterisk follows results filed as active; ? = inconclusive; [ ] = dose if it differs, or a comment. % is set by controls: 0 for no effect and ±100 for the full control effect; potency is the fitted concentration of half-maximal effect. A portion of the library (hit frequency here may not be typical).
SMILES,Lamin A splicing,Tau ThT inhib
COc1cc(Cl)c(NC(=O)c2cc(S(=O)(=O)N3CCOCC3)cn2C)c(OC)c1,-1.9%[46 µM],-0.5%
O=C(COc1ccc(F)cc1)Nc1ccccc1C(=O)OCc1cc(=O)n2nc(C3CC3)sc2n1,0.1%[46 µM],-8.8%
COc1ccc(C(c2c(O)cc(C)n(Cc3ccco3)c2=O)N2CCCCC2)cc1OC (stereo not drawn),-3.5%[46 µM],?
COc1ccccc1NC(=O)CSCc1cc(=O)c2cccc(Cl)c2[nH]1,-2.9%[46 µM],-9.9%
Cc1ccc(CCNC(=O)c2ccc3c(c2)N(Cc2cccc(F)c2)C(=O)c2ccccc2S3)cc1,-13.2%[46 µM],-5.2%
COc1ccccc1CNC(=O)CCC1N=C2c3ccccc3N=C(SCc3ccccc3Cl)N2C1=O (stereo not drawn),?,-15.5%
Cc1ccc(CNC(=O)c2cc(Sc3ccc(F)cc3F)nc3ccccc23)cc1,?,8.2%
O=C(CSc1nnc(-c2ccncc2)n1-c1ccccc1)Nc1ccc(Cl)c(Cl)c1,?,9.7%
CCc1ccccc1NC(=O)c1ccc(F)c(S(=O)(=O)N2CCN(c3ccccc3OC)CC2)c1,-21.2%[46 µM],5.4%
COc1cc(Cl)c(C)cc1Nc1nnc(-n2nc(C)cc2C)c2ccccc12,1.6%[46 µM],-5.9%
O=C(COc1ccccc1)NCc1ccc2c(c1)CCN2C(=O)c1ccc(Cl)cc1,?,-7.0%
Cc1nc2ccn(Cc3ccco3)c(=O)c2cc1C(=O)Nc1ccc(F)cc1,?,-3.6%
CCOC(=O)c1c(S(=O)(=O)NCC(=O)NCc2ccccc2Cl)c(C)n(C)c1C,?,-2.4%
CCOc1ccc(N(CC)C(=O)c2noc3c2COc2ccc(C)cc2-3)cc1,2.3%[46 µM],-1.6%
CC(=O)c1ccc(N2CCN(S(=O)(=O)c3ccc4c(c3)CC(C)N4C(=O)C3CCC3)CC2)cc1 (stereo not drawn),-1.4%[46 µM],9.7%

# Complete entries from above. Order of screens: Lamin A splicing | Tau ThT inhib
# Profile of CCOc1ccc(N(CC)C(=O)c2noc3c2COc2ccc(C)cc2-3)cc1 → 2.3%[46 µM] | -1.6%
# Profile of COc1ccccc1CNC(=O)CCC1N=C2c3ccccc3N=C(SCc3ccccc3Cl)N2C1=O (stereo not drawn) → ? | -15.5%
# Profile of O=C(COc1ccccc1)NCc1ccc2c(c1)CCN2C(=O)c1ccc(Cl)cc1 → ? | -7.0%
# Profile of COc1cc(Cl)c(NC(=O)c2cc(S(=O)(=O)N3CCOCC3)cn2C)c(OC)c1 → -1.9%[46 µM] | -0.5%
# Profile of COc1ccccc1NC(=O)CSCc1cc(=O)c2cccc(Cl)c2[nH]1 → -2.9%[46 µM] | -9.9%

# Further results follow.
SMILES,Lamin A splicing,Tau ThT inhib
CCOC(=O)c1cccc(NC(=O)CCc2c(C)nn(-c3ccc(N4CCCC4)nn3)c2C)c1,9.8%[46 µM],?
COc1ccccc1NC(=O)C1CCN(C(=O)c2sc3nc[nH]c(=O)c3c2C)CC1,?,8.7%
Cc1c(F)cccc1NS(=O)(=O)c1cccs1,3.7%[46 µM],-13.8%
COc1cccc(CNC(=O)CN2C(=O)N(c3ccc(C)cc3C)S(=O)(=O)c3ccccc32)c1OC,-2.1%[46 µM],0.2%
COc1ccc(CNC(=O)c2cnn(-c3ccc(C)cc3)c2C2CCN(C(=O)OC(C)(C)C)CC2)cc1,-15.4%[46 µM],-14.6%
CCOC(=O)CSc1nc2ccc(NC(=O)COc3ccc(F)cc3)cc2s1,14.9%[46 µM],?
COc1ccc(-c2c(C)c3cc(OC(=O)N4CCOCC4)ccc3oc2=O)cc1,20.3%[46 µM],-4.8%
Cc1cc(=O)n(Cc2cccc(Br)c2)c2c1c(C)nn2-c1ccccc1,2.4%[46 µM],-2.5%
COc1cccc(CNC(=O)CN2C(=O)CSc3c2c(C)nn3-c2ccccc2)c1OC,9.8%[46 µM],-8.8%
COc1ccccc1NC(=O)NCc1cccn1Cc1ccccc1,2.5%[46 µM],-1.9%
Cc1nnc(N2C(=O)c3oc4ccccc4c(=O)c3C2c2ccc(Cl)cc2)s1 (stereo not drawn),17.1%[46 µM],-6.1%
Cc1cccc(NS(=O)(=O)c2ccc3c(c2)CCCN3C(=O)C2CCC2)c1C,-5.4%[46 µM],5.1%
CCOc1ccccc1NC(=O)N(Cc1ccc(F)cc1)C1CCN(CC)CC1,?,4.4%
Cc1ccccc1CNC(=O)c1ccc(NC(=O)N2CCCCc3ccccc32)cc1,2.7%[46 µM],3.2%
O=C(Nc1ccccc1F)C1CCN(S(=O)(=O)c2ccc3c(c2)CCCN3C(=O)C2CCC2)CC1,1.5%[46 µM],?
COCCNC(=O)CCC(=O)N1Cc2cccc(OC)c2Oc2ncccc21,18.3%[46 µM],3.1%
COc1ccc(NC(=O)c2ccc(NC(=O)N3CCSc4ncccc43)cc2)cc1,-2.1%[46 µM],-10.4%
Cc1cccc(NC(=O)c2oc3ccc(S(=O)(=O)N4CCC5(CC4)OCCO5)cc3c2C)c1C,-6.8%[46 µM],-9.6%
CN(C)c1oc(-c2ccc(COc3ccccc3)o2)nc1C#N,?,?
CCCSC1=NC2(CCN(C(=O)NC3CCCCC3)CC2)N=C1c1ccc(Cl)cc1,8.1%[46 µM],-11.6%
CCOc1ccc(NC(=O)CCn2cccn2)cc1,1.4%[46 µM],-2.6%
Cc1ccc(-c2nnc(Nc3ccc(Br)cc3)c3ccccc23)cc1S(=O)(=O)N1CCN(C)CC1,4.3%[46 µM],1.2%
CC(C)N(Cc1ccccc1)C(=O)c1nc(-c2ccc(Cl)cc2)n2c1CCCCC2,-15.3%[46 µM],-1.8%
CCOc1ccc(-c2cn3c(n2)sc2cc(C(=O)NCCCN4CCCCC4)ccc23)cc1,-6.4%[46 µM],-3.1%
Cc1ccccc1NC(=O)Cn1c(SCC(=O)Nc2ccc(F)cc2)nc2ccccc21,?,-0.1%
COc1cc2ncc3c(-c4ccccc4)nn(-c4ccc(C)cc4)c3c2cc1OC,?,-6.0%
CCOC(=O)c1sc2cccc(F)c2c1S(=O)(=O)Nc1ccccc1F,?,-11.5%
C=CCc1c(C)nc2nc(SCC(=O)Nc3ccc(C)c(C)c3)nn2c1C,?,-5.6%
Cn1c(=O)sc2cc(NS(=O)(=O)c3ccc(C(C)(C)C)cc3)ccc21,-9.2%[46 µM],-1.3%
COc1ccc(OC)c(NC(=O)CN(C)S(=O)(=O)c2ccc(C(=O)N3CCOCC3)s2)c1,-1.3%[46 µM],7.7%
O=C(NC1CC(=O)N(c2ccc(F)cc2)C1)c1ccc(S(=O)(=O)N2CCCCC2)cc1 (stereo not drawn),8.6%[46 µM],1.3%
Cc1csc2nc(-c3ccc(NS(=O)(=O)c4cccc(F)c4)cc3)cn12,11.0%[46 µM],-14.7%
Cc1ccc(-n2ncc3c(N4CCN(C)CC4)ncnc32)cc1,-17.0%[46 µM],-5.7%
CCc1ccc(Nc2nnc(-c3cc4cc(OC)ccc4oc3=O)s2)cc1,3.8%[46 µM],?
COC(=O)c1sccc1S(=O)(=O)N(CC(=O)Nc1cc(C)ccc1C)c1ccc(C)c(C)c1,-10.4%[46 µM],-0.9%
CN(C)C1(CNC(=O)COc2cccc(Cl)c2)CCCCC1,26.5%[46 µM],6.9%
Cc1ccccc1C(=O)Nc1nnc(S(=O)(=O)N2CCc3ccccc32)s1,17.6%[46 µM],?
COc1ccccc1CNC(=O)C1(c2cccs2)CCOCC1,-3.5%[46 µM],-7.7%
Cc1nc(N2CCOCC2)c2c(C(=O)NCc3cccc(Cl)c3)c(C)oc2n1,4.1%[46 µM],-6.7%
Cc1cc(C)cc(NC(=O)c2cc(CN3CCCC3)on2)c1,?,-1.2%
O=C(NCCc1csc(-c2ccc(F)cc2)n1)c1cccs1,16.8%[46 µM],-9.6%
Cc1ccc(CNC(=O)CSc2n[nH]c(-c3ccc(F)cc3)n2)cc1,22.1%[46 µM],2.2%
CC(C)c1nn2c(=O)cc(COC(=O)c3ccco3)nc2s1,18.0%[46 µM],-3.6%
Fc1ccc(-n2ncc3c(Nc4ccc(Oc5ccc(Cl)cc5)cc4)ncnc32)cc1,?,15.8%
Cc1ccc2sc(N(CCCN(C)C)C(=O)c3ccco3)nc2c1C,?,-12.5%

# The final two compounds of the part above come first, to join the parts.
SMILES,Lamin A splicing,Tau ThT inhib
Fc1ccc(-n2ncc3c(Nc4ccc(Oc5ccc(Cl)cc5)cc4)ncnc32)cc1,?,15.8%
Cc1ccc2sc(N(CCCN(C)C)C(=O)c3ccco3)nc2c1C,?,-12.5%
CCOC(=O)C1CCN(C(=O)c2ccc3c(=O)n4nc(Nc5cc(C)ccc5C)sc4nc3c2)CC1,1.7%[46 µM],-0.2%
CCC(C(=O)Nc1ccc(C(=O)OC)cc1)n1nc(-c2ccc(C)c(C)c2)ccc1=O (stereo not drawn),?,6.7%
Cc1[nH]c2ccccc2c1C(=O)C(=O)NC1CC(=O)N(c2cccc(F)c2)C1 (stereo not drawn),-2.2%[46 µM],1.5%
Cc1noc(-c2ccc(-c3noc(-c4ccc([N+](=O)[O-])c(C)c4)n3)cc2)n1,-4.5%[46 µM],-17.9%
COc1cc(OC)c(NC(=O)Cc2c(C(=O)O)c(C)cn2C)cc1Cl,?,3.1%
CCc1cccc(NC(=O)Cn2c(=O)ccc3cc(S(=O)(=O)N4CCC(C)CC4)ccc32)c1,-4.6%[46 µM],13.1%
O=C(CN1C(=O)CSc2ccc(S(=O)(=O)N3CCCCC3)cc21)NCc1ccc(F)cc1Cl,-5.6%[46 µM],-3.8%
COc1cc(/C=C/c2nc3cc(Cl)ccc3c(=O)n2-c2cccc(C(F)(F)F)c2)cc(OC)c1OC,?,-9.5%
COc1ccc(C)cc1NC(=O)C(CCSC)NS(=O)(=O)c1ccc2c(c1)oc(=O)n2C (stereo not drawn),?,7.5%
COc1ccccc1CN1CCN(C2CCN(C(=O)NC(C)C)CC2)C(=O)C1=O,-8.5%[46 µM],-0.5%
O=S(=O)(NCC(c1ccco1)N1CCN(c2ccccc2)CC1)c1ccccc1 (stereo not drawn),-10.6%[46 µM],?
Cc1ccccc1C(=O)Nc1nnc(S(=O)(=O)N2CCCc3ccccc32)s1,-4.4%[46 µM],?
COc1ccc(-c2nc3scc(CCNS(=O)(=O)c4ccc(NC(C)=O)cc4)n3n2)cc1,-9.7%[46 µM],-1.2%
COc1ccc(NC(=O)Cn2nc(-c3ccccc3)c3cnc4ccc(C)cc4c32)cc1,1.7%[46 µM],-4.0%
COc1ccccc1CNC(=O)Cn1c(=O)oc2cc(S(=O)(=O)NCc3ccccc3)ccc21,-13.1%[46 µM],-8.2%
CC(C)(C)OC(=O)N1CCC(c2c(C(=O)NCc3ccccc3)cnn2-c2ccccc2)CC1,?,-17.6%
CCN1CCC(N(Cc2ccc(F)cc2)C(=O)Nc2cc(C)ccc2C)CC1,-9.1%[46 µM],-6.4%
COc1ccc(-c2nc(SCC(=O)NCc3ccccc3Cl)n[nH]2)cc1,-28.7%[46 µM],-1.4%
CN(C)c1ccc(CNC(=O)Cn2c(=O)oc3cc(S(=O)(=O)NCc4ccccc4)ccc32)cc1,19.3%[46 µM],-15.9%
CC(C(=O)NCc1ccccc1)N1Cc2ccccc2C1=O (stereo not drawn),0.3%[46 µM],-1.9%
COc1ccc(-c2nc(SCC(=O)NCCCc3ccccc3)n[nH]2)cc1,2.8%[46 µM],-9.4%
CN1CCN(C(c2ccc(F)cc2)c2sc3nc(-c4ccco4)nn3c2O)CC1 (stereo not drawn),?,-12.5%
COc1ccc(NC(=O)CSC2=Nc3ccccc3C3=NC(CCC(=O)NCc4ccco4)C(=O)N23)cc1 (stereo not drawn),-6.4%[46 µM],-2.5%
Cc1ccc(CNC(=O)c2c(-c3ccccc3F)noc2C)o1,9.8%[46 µM],2.3%
Cc1cc(C(=O)Nc2cccc(F)c2)c2c(C)nn(-c3cccc(Cl)c3C)c2n1,?,-4.0%
Cc1noc(/C=C/c2ccccc2F)c1S(=O)(=O)N1CCC(C(=O)N(C)Cc2ccco2)CC1,14.7%[46 µM],5.1%
O=C(NCCC1=CCCCC1)c1ccc2c(c1)N(Cc1cccc(Cl)c1)C(=O)c1ccccc1S2=O (stereo not drawn),-7.7%[46 µM],-0.9%
CCc1ccccc1NC(=O)CCNS(=O)(=O)c1ccc2c(c1)CCN2C(=O)C1CC1,?,-5.2%
COc1ccc(OC)c(CNC(=O)C2CCN(c3ncnc4c3nc3n4CCCCC3)CC2)c1,8.3%[46 µM],-1.3%
O=C(Nc1cccc(Cl)c1Cl)c1cc(S(=O)(=O)NCc2ccc3c(c2)OCO3)ccc1F,?,7.4%
COc1ccc(-n2c(SCC(=O)c3ccccc3)nc3c([nH]c4ccccc43)c2=O)cc1,-18.3%[46 µM],-2.9%
Cc1ccn2c(=O)c(NC(=O)c3cccc([N+](=O)[O-])c3C)c(C)nc2c1,?,0.8%
COc1ccc(N2CCN(S(=O)(=O)c3c(C)[nH]c(=O)[nH]c3=O)CC2)cc1,-4.5%[46 µM],-8.1%
COc1ccc(Cl)cc1NC(=O)NCCc1c(C)nn(C)c1C,6.9%[46 µM],-4.4%
Cc1ccccc1CNC(=O)c1ccc(Cn2c(SCc3cccc(F)c3)nc3cccnc32)cc1,-8.3%[46 µM],5.4%
COc1ccc(NC(=O)C2CCN(C3=NS(=O)(=O)C(c4ccc(C)c(C)c4)=C3C)CC2)c(OC)c1,?,?
